# DENV2 CPE rescue: inhibitors of DENV2 cytopathic effect | CPE inhibition, % at 9.99 µM | DENV2-infected cells, cytopathic effect rescue, plate reader | 1.7% of 350,000 active; in the data active = CPE inhibition above about 20%, passing the limit was not always enough; inconclusive = no clear call, values can overlap the other calls; tested in BHK-21 cells;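 also: 0% = median of neutral control wells and 100% = median of positive control wells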
# ARNT TACC3 PPI: disruptors of human ARNT/TACC3 interaction. Q9Y6A5. inhibition, % at 9.99 µM. 0.66% of 390,000 active. AlphaScreen His-ARNT PAS-B/GST-TACC3 binding, luminescence; TACC3 fragment carries E629A point mutation;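 active = mean inhibition of replicates at least 50% and at least half of replicates each reaching 50%; inconclusive = half or more replicates reach 50% but mean below 50%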;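 also: 0% = complete ARNT plus TACC3 wells and 100% = ARNT alone without TACC3; many hits fall short of the cut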
# CASP6 VEID inh: inhibitors of human caspase-6 | inhibition, % at 12.5 µM | P55212 | purified caspase-6, Z-VEID-R110 cleavage fluorescence | 0.53% of 350,000 active;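 active = mean inhibition across replicates at least about 35%, with every replicate also reaching that limit, limit read from the data; inconclusive = only one of the two criteria met; inactive = neither criterion met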;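 also: 0% = median of neutral control wells and 100% = no fluorescence left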
# Target sequence (P55212 24-179 limits assumed): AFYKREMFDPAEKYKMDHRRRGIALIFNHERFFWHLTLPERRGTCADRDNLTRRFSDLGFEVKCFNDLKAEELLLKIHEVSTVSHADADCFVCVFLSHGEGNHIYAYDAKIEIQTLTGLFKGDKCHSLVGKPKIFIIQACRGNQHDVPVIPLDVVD
# Target sequence (P55212 194-293 limits assumed): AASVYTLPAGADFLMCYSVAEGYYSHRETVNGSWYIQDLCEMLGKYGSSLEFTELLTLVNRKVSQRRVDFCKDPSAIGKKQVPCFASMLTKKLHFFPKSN
# LGR2 antag: inhibitors of bursicon-induced Drosophila LGR2 receptor cAMP signaling; 0.35% of 380,000 active; HEK293 LGR2, CRE-luciferase, bursicon-stimulated, 4 h; inhibition, % at 9.99 µM;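 active = drop in luminescence signal, shown as inhibition above about 50% in the replicate tests, limit read from the data, passing the limit was not always enough; inconclusive = probably only some replicates passing the limit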;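 also: agonist challenge used bursicon conditioned medium at about half maximal strength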
# EWS-Fli block: inhibitors of EWS/Fli oncoprotein transcriptional activity; A673 NR0B1-luciferase reporter, viability-normalised; inhibition, % at 12.6 µM; 0.67% of 350,000 active;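 active = mean inhibition of at least 50% after viability correction, with every replicate also passing that limit; inconclusive = mean reaches 50% but only one of two replicates passes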;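 also: firefly luciferase signal divided by Alamar Blue viability fluorescence both relative to DMSO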
# PAX8 reporter: PAX8 transcriptional activity inhibition. inhibition, % at 12.6 µM. RMG-I TPO-luciferase reporter, SteadyGlo, 24 h. 1.2% of 360,000 active. AID 652154;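 active = mean replicate inhibition at least 60% with every replicate also reaching 60%; inconclusive = only one of the two criteria is met; inactive = mean below 60% and not all replicates reaching 60%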;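 also: luciferase light reporting Pax8 driven TPO promoter activity; plate controls were median of neutral control wells for no effect and mitoxantrone controls for full effect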
# SIRT5 block: blocks human SIRT5 desuccinylation of peptide; Q9NXA8; Purified SirT5, succinyl-peptide AMC, trypsin-coupled fluorescence; 1.1% of 330,000 active; inhibition, % at 15 µM; in the data active = inhibition above about 15%; inconclusive = no clear call, values can overlap the other calls
# Target sequence (Q9NXA8 whole entry, looked up): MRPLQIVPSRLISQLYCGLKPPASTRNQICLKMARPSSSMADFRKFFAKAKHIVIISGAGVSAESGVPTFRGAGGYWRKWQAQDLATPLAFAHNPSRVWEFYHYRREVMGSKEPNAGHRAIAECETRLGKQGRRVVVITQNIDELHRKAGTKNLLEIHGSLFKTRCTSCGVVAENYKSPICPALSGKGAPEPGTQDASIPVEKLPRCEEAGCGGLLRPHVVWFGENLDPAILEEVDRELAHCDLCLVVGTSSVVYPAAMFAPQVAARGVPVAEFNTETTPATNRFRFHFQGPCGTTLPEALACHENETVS
# An asterisk follows results filed as active; ? = inconclusive; . = not tested or not shown.
SMILES,DENV2 CPE rescue,ARNT TACC3 PPI,CASP6 VEID inh,LGR2 antag,EWS-Fli block,PAX8 reporter,SIRT5 block
COc1ccc(CN(C)C[C@H]2Oc3ccc(NS(=O)(=O)c4cccs4)cc3C(=O)N([C@@H](C)CO)C[C@H]2C)cc1,16,.,2,4,-5,.,-5
O=C(C[C@@H]1CC[C@H](NS(=O)(=O)c2ccc(F)cc2)[C@@H](CO)O1)NCc1ccccc1F,2,.,-2,10,5,.,2
COCCN1C(=O)N(c2cccc(OC)c2)C(=O)C1CC(=O)Nc1ccc(Cl)cc1 (stereo not given),5,1,0,-17,9,-7,-2
COc1ccc2c(c1)[C@H]1[C@H](CO2)[C@H](c2ccccc2)[C@]2(C)C(=O)Nc3cc(OC)c(OC)cc3C(=O)N12,?,3,3,-4,36,6,.
O=C(Nc1ccccc1)Oc1cccc(Br)c1,2,-3,0,-43,-45,-29,-1
CCCC#Cc1ccc([C@H]2[C@@H](CO)N3CCCCN(Cc4ccncc4)C[C@H]23)cc1,-25,3,1,11,0,6,10
O=C(CCc1ccc(O)cc1)c1c(O)cc(O)cc1O[C@@H]1O[C@H](CO)[C@@H](O)[C@H](O)[C@H]1O,13,-3,-5,9,-5,-17,3
COc1ccc2c3c(n(C)c2c1)[C@@H](CO)N(C(=O)c1ccncc1)CC31CCN(C(C)=O)CC1,-2,.,.,-11,5,.,.
CSc1nc2sc3c(c2c(=O)n1CC(C)C)CC(C)(C)OC3,8,.,3,-8,19,-12,-4
CCOC(=O)c1c(C)[nH]c(C)c1C(=O)COC(=O)Cc1ccc(OC)c(OC)c1,-1,0,1,5,10,.,6
CC(C)NC(=O)N(C)C[C@@H]1Oc2ccc(NC(=O)c3ccncc3)cc2C(=O)N([C@H](C)CO)C[C@H]1C,-5,-10,1,-4,-1,-14,-2
CCC(=O)N1C[C@@H](C)[C@H](OC)CN(C)C(=O)c2ccc(NC(=O)c3cc(C)on3)cc2OC[C@H]1C,.,2,.,1,-1,-6,.
O=C(CN1CCOCC1)NCC[C@@H]1CC[C@H](NC(=O)Nc2ccccc2)[C@@H](CO)O1,4,-9,-2,2,3,6,-2
C[C@H](CO)N1C[C@H](C)[C@@H](CN(C)C(=O)NC2CCCCC2)Oc2c(NC(=O)c3ccc(-c4nccs4)cc3)cccc2C1=O,-5,5,-2,-7,9,.,-1
CC1CCN(CCCNC(=O)Cn2ncc3c([nH]c4ccccc43)c2=O)CC1,?,5,-9,-7,.,8,-4
Cc1c(NC(=O)c2ccc([N+](=O)[O-])o2)cccc1-c1nc2ncccc2o1,2,-4,2,-1,17,?,-4
Cc1ccc2nc(-c3ccc(NC(=O)CN4C(=O)c5ccccc5C4=O)cc3)sc2c1,.,-8,.,19,.,-39,.
Cc1ccc(C(=O)N2CCCC(CCC(=O)N3CCN(c4ccccn4)CC3)C2)cn1 (stereo not given),0,-2,1,-2,0,21,-2
COc1cc2ccccc2cc1C(=O)NC(=S)Nc1cccc(C(=O)O)c1,4,10,.,-91,-32,-60,1
O=C(CCN1CCCCC1)N[C@@H]1CC[C@@H](CC(=O)N2CCC(Cc3ccccc3)CC2)O[C@H]1CO,7,2,1,-3,2,1,-6
C[C@H](CO)N1C[C@H](C)[C@H](CN(C)Cc2ccc(C(F)(F)F)cc2)Oc2ccc(NC(=O)CCC(F)(F)F)cc2C1=O,6,0,5,2,20,2,7
CNC[C@H]1Oc2c(NC(=O)Nc3ccccc3)cccc2C(=O)N([C@@H](C)CO)C[C@@H]1C,0,10,0,-19,-9,28,-2
COC(=O)[C@]12CCCCC=C1N(Cc1cccc3ccccc13)C(=O)[C@H](CC(=O)NCc1ccccc1)C2,-10,.,-6,46,-14,4,-3
O=C(Cc1ccccn1)NCC[C@@H]1CC[C@H](NS(=O)(=O)c2ccc(Cl)cc2)[C@H](CO)O1,0,4,-5,-2,-4,0,-4
Cc1cc(CCNC=O)c(C)c2c1oc1ccccc12,-2,-4,1,-22,-32,.,2

# (next part)
SMILES,DENV2 CPE rescue,ARNT TACC3 PPI,CASP6 VEID inh,LGR2 antag,EWS-Fli block,PAX8 reporter,SIRT5 block
CN(Cc1ccc(F)cc1)C(=O)C(c1ccccc1)c1ccccc1,-8,-1,2,-6,14,-5,-1
CSc1cccc(CN2CCCC(CNC(=O)c3ccc(F)cc3)C2)c1 (stereo not given),0,27,-3,-3,6,7,3
CCOC(=O)C1=C(CN2CCN(C(=O)c3ccco3)CC2)NC(=O)NC1c1ccc(OC(C)C)cc1 (stereo not given),9,3,1,-20,9,21,2
CC(C)NC(=O)NCC[C@@H]1CC[C@@H](NC(=O)CCN2CCCCC2)[C@H](CO)O1,8,-4,-157,1,.,.,2
CN1C(=O)c2cc(NC(=O)C3CCCC3)ccc2OC[C@@H]2O[C@@H](CC(=O)Nc3ccccc3)CC[C@@H]21,-6,1,-2,17,6,19,-2
O=C(C[C@@H]1CC[C@H]2[C@@H](COC[C@H](O)CN2C(=O)Nc2ccc(Cl)cc2)O1)NCCc1ccncc1,?,-2,-2,-18,-19,-4,-1
CCC(C(=O)NCc1ccccn1)n1c2ccccc2c2nc(=O)cc(C)n21 (stereo not given),5,7,1,-1,.,1,0
CC1(C)Cc2c(cnn2-c2ccccc2)C(NC(=O)CCCN2CCCCC2=O)C1 (stereo not given),-8,1,1,-5,2,-3,-1
C[C@H]1CN([C@@H](C)CO)C(=O)c2cc(NC(=O)Cn3cnnn3)ccc2O[C@@H]1CN(C)Cc1ccc2c(c1)OCO2,0,-2,-2,12,-15,.,3
COc1ccc(CN(C)C[C@@H]2Oc3ccc(NC(=O)Nc4c(C)noc4C)cc3C(=O)N([C@@H](C)CO)C[C@@H]2C)cc1,2,-1,1,2,3,-5,-7
CCOC(=O)c1c(CSCc2ccccc2)oc2ccc(O)c(CN(C)C)c12,9,14,2,29,19,20,-6
CCOn1c(=O)c[n+]([O-])c2ccccc21,1,12,16,7,1,12,-1
CO[C@H](CN(C)Cc1ccc2c(c1)OCO2)[C@@H](C)CN(C(=O)Nc1ccc(F)cc1)[C@H](C)CO,-2,9,-3,-24,-7,.,0
Fc1cc(F)cc(NC(=S)N2CCN(c3ncccn3)CC2)c1,-3,-4,0,-2,-5,-4,-2
CCOC(=O)[C@@H]1[C@H]2COc3cc(OC)ccc3[C@@H]2N2C(=O)N(c3ccccc3)C(=O)[C@]12C,3,2,3,-4,-1,8,.
COc1ccc(/C=N/NC(=O)c2cc(-c3cccnc3)nc3ccccc23)c(OC)c1,-6,0,-1,-4,6,15,-2
CC1(c2ccc3c(c2)OCO3)NC(=O)N(CC(=O)c2ccc[nH]2)C1=O (stereo not given),-2,-15,9,3,3,12,-2
CCOC(=O)C(=O)N1CCN(c2nc(-c3ccc(Cl)cc3)cs2)CC1,-1,-42,1,-7,0,-12,3
CO[C@H]1CN(C)C(=O)c2cc(NC(C)=O)ccc2OC[C@@H](C)N(Cc2ccccc2C(=O)O)C[C@@H]1C,12,-14,-2,13,-10,6,-5
C[C@H]1CN([C@@H](C)CO)C(=O)c2cc(C#CC3(O)CCCC3)cnc2O[C@@H]1CN(C)Cc1cncnc1,5,-7,1,7,-10,.,3
COc1cccc(C(=O)NCCS(=O)(=O)NC2CCCC2)c1,-2,-6,-1,-5,-2,6,-2
CC(C)OC(=O)c1cccc(-c2ccc(C=O)o2)c1,.,-2,.,-48,.,-33,.
COc1ccc(Cc2nc3ccc(C(=O)NCC4COCCO4)cc3o2)cc1OC (stereo not given),5,1,3,5,-7,6,-4
O=C(Nc1cccnc1)c1cccs1,5,-11,2,-7,-4,.,-1
O=C(NCc1ccccc1)C(c1ccccn1)N(C(=O)c1csnn1)c1ccccc1F (stereo not given),-1,13,0,24,-5,9,-3

# The closing 5 records of the section above open the next one:
SMILES,DENV2 CPE rescue,ARNT TACC3 PPI,CASP6 VEID inh,LGR2 antag,EWS-Fli block,PAX8 reporter,SIRT5 block
COc1cccc(C(=O)NCCS(=O)(=O)NC2CCCC2)c1,-2,-6,-1,-5,-2,6,-2
CC(C)OC(=O)c1cccc(-c2ccc(C=O)o2)c1,.,-2,.,-48,.,-33,.
COc1ccc(Cc2nc3ccc(C(=O)NCC4COCCO4)cc3o2)cc1OC (stereo not given),5,1,3,5,-7,6,-4
O=C(Nc1cccnc1)c1cccs1,5,-11,2,-7,-4,.,-1
O=C(NCc1ccccc1)C(c1ccccn1)N(C(=O)c1csnn1)c1ccccc1F (stereo not given),-1,13,0,24,-5,9,-3
Cc1ccc(SC(C)C(=O)NC2CC2)cc1 (stereo not given),2,-18,-2,0,.,-7,-1
COC(=O)c1ccc(COC(=O)c2cnc(Cl)c(Cl)c2)cc1,8,-8,0,-57,-10,-109,-4
CN(C(=O)c1c(Cl)nc2sccn12)C1CCCCC1,13,-1,0,3,4,.,0
C[C@H](CO)N1C[C@H](C)[C@H](CN(C)Cc2ccc(C(=O)O)cc2)OCc2ccccc2-c2ccccc2C1=O,9,-23,-2,4,-6,.,3
O=C(COc1ccccc1)OCc1cc(-c2ccco2)on1,-8,-10,8,4,-5,-9,0
CCc1cc(C(=O)Cc2nc3ccccc3s2)c(O)cc1OCC(=O)O,-1,1,4,-9,10,23,6
CN(C)C(=O)c1ccc(-c2ccc([C@@H]3[C@H]4CN(C(=O)C5CCC5)CC(=O)N4[C@H]3CO)cc2)cc1,-2,.,1,9,4,-3,-3
CCOc1ccc(NC(=O)CCc2c(C)noc2C)cc1OC,-3,-5,-1,-15,-5,-21,-4
CCCn1c(-c2ccncc2)n[nH]c1=S,-1,-11,2,-1,6,0,.
CCCC(CCC)C(=O)Nc1ccc2c(c1)N(C(=O)CCN1CCN(C)CC1)c1ccccc1CC2,12,5,-33,7,0,19,-9
O=C(N[C@@H]1CC[C@H](CCn2cc(-c3ccccn3)nn2)O[C@H]1CO)c1cccnc1,2,84*,1,-1,-2,-3,2
CC(C)c1nnc(NC(=O)c2nc(S(=O)(=O)Cc3ccc(F)cc3)ncc2Cl)s1,-2,-23,2,-9,.,16,2
C=CCc1cccc(Cl)c1OCCCNC1CCCC1,0,-8,-3,-5,17,8,-3
O=S(=O)(c1ccccc1)N1CCCCN2[C@H](CO)[C@@H](c3ccc(C#CC4CCCC4)cc3)[C@H]2C1,2,7,3,-9,1,5,1
Cc1ccc(S(=O)(=O)N2CCN(C(=O)CN3CCN(c4ccc(O)cc4)CC3)CC2)cc1,4,-1,6,-16,1,1,1
O=C(CN(C(=O)c1csnn1)c1cccc(C(F)(F)F)c1)NCCc1ccccc1,-2,.,1,1,0,18,-1
O=C(NCCN1CCCC1=O)C1CCC(=O)N(CCc2ccc(Cl)cc2)C1 (stereo not given),-2,-3,3,-11,0,.,-3
O=C(/C=C/c1ccco1)NC(=S)Nc1ccc(N2CCCC2)cc1,.,5,.,0,.,22,.
C[C@H](CO)N1C[C@H](C)[C@@H](CN(C)CC2CC2)Oc2ccc(NC(=O)CCC(F)(F)F)cc2CC1=O,7,-14,0,-4,-8,12,-5
CCOC(=O)/C(=C\C=C1/Sc2cc(OCC)c(OCC)cc2N1CC)C(C)=O,.,51*,.,-2,.,-6,.
COc1ccccc1S(=O)(=O)N[C@@H]1CC[C@@H](CCNC(=O)C2CC2)O[C@@H]1CO,3,-1,2,-17,3,-6,4
O=C1CC(/C=C/c2ccccc2)(C(=O)NC2CCCC2)N1c1ccc(S(=O)(=O)N2CCCC2)cc1 (stereo not given),1,-2,1,-11,-5,8,1
C[C@@H]1CN([C@@H](C)CO)C(=O)Cc2cc(NS(=O)(=O)c3ccc(F)cc3)ccc2O[C@H]1CN(C)C(=O)Nc1ccc(F)cc1,3,-10,.,-23,-5,.,-1
CCCN(C)C[C@H]1Oc2cc(C#CCC3CCCC3)ccc2S(=O)(=O)N([C@@H](C)CO)C[C@H]1C,2,6,0,10,25,12,13
Cc1nn(Cc2ccc([N+](=O)[O-])cc2)c(=O)n1-c1ccc(Cl)cc1,2,-15,-3,-7,2,13,10
Cc1cccc(N(Cc2ccccc2)C(=O)c2ccc(CS(C)(=O)=O)cc2)c1,-3,-1,-1,7,-12,2,0
Cc1ccc(Cn2c(SCC(=O)N/N=C/c3ccccc3OCC(=O)O)nc3ccccc32)cc1,-1,0,14,17,16,-30,-1
